Pol kappa inh: inhibitors of human DNA polymerase kappa. 400,000 compounds, 0.53% hits. AID 588579. Q9UBT6. Potency, µM (doses to about 107 µM), without a hit: at the top dose activity, negative = inhibition, usual class: inhibitors. purified Pol kappa, fluorescent DNA synthesis assay, 10 min; further: on the % scale 0 is the no-effect control and ±100 the full control effect
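Enzyme at 10 nM met test compounds for 15 min at room temperature. Substrate addition (50 nM final) began the reaction, which was monitored by fluorescence at 0 and 10 min.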
Pol beta inh: DNA polymerase beta (human) inhibition. P06746. Pol beta primer extension/strand displacement, fluorescence kinetic. 340,000 compounds, 1.3% hits. Potency, µM (top dose mostly 114 µM), inactives show at the highest dose activity change, negative = inhibition, usual class: inhibitors; further: on the % scale 0 is the no-effect control and ±100 the full control effect
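Values derive from four-parameter Hill fits of normalized kinetic data: reads at 0 and 10 min following addition of 50 nM substrate to 10 nM Pol beta preincubated 15 min with compound.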
G9a inh: blocks human histone lysine methyltransferase G9a; Potency, µM (highest dose often 102 µM), for inactives: at the top dose activity, negative = inhibition, most hits filed as inhibitors; 350,000 compounds, 8.8% hits; Q96KQ7; G9a H3K9 monomethylation, AlphaScreen, 2 h; further: on the % scale 0 is the no-effect control and ±100 the full control effect; nearly all actives have a fitted effect of over 75% in size
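Step 1: enzyme (final 20 nM) with compound, 15 min RT. Step 2: substrate peptide 500 nM and SAM 20 uM, 2 h RT. Step 3: anti-H3K9me1 antibody and AlphaScreen beads, 10 min, then plate read.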
POLH inh: DNA polymerase eta (human) inhibition; Potency, µM (titrated, usually from 114 µM), for the others: top-dose activity change, negative = inhibition, actives largely listed as inhibitors; AID 588591; recombinant Pol eta, fluorescent DNA replication assay; 390,000 compounds, 1.2% hits; further: on the % scale 0 is the no-effect control and ±100 the full control effect
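Fluorescent replication assay: 50 nM final substrate added after a 15 min room-temperature compound preincubation with 10 nM enzyme. Signal taken at 0 min and again at 10 min.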
Pol iota inh: DNA polymerase iota (human) inhibition; Q9UNA4; Pol iota fluorescent replication assay, 10 min; Potency, µM (highest dose often 115 µM), for inactives: top-dose activity, negative = inhibition, hits mostly inhibitors; 390,000 compounds, 1% hits; AID 588590
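Fluorescent replication assay read twice, at 0 min and 10 min after adding 50 nM (final) substrate. Enzyme (10 nM) and compounds were first incubated 15 min at room temperature; enzyme-free buffer wells were negative controls.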
APEX1 inh: inhibitors of human APE1 endonuclease. P27695. Potency, µM (top dose mostly 65.8 µM), inactives show at the top dose activity change, negative = inhibition, usual class: inhibitors. 350,000 compounds, 0.35% hits. recombinant APE1, TAMRA/BHQ-2 abasic DNA cleavage fluorescence;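 further: plate controls were vehicle for no effect and reference inhibitor for full effect; nearly all actives have a fitted effect of over 55% in size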
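Incision of a quenched TAMRA/BHQ-2 THF abasic-site duplex (50 nM) by 0.75 nM APE1, after 15 min compound preincubation, measured as fluorescence increase over three 60 s reads. Values normalized to buffer, DMSO and NSC13755 control wells.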
JMJD2A Tudor: JMJD2A Tudor domain (human) inhibition | O75164 | AlphaScreen JMJD2A-Tudor / H3K4me3 peptide binding | Potency, µM (doses to about 114 µM), without a hit: top-dose activity change, negative = inhibition, most hits filed as inhibitors | 390,000 compounds, 4.4% hits; further: on the % scale 0 is the no-effect control and ±100 the full control effect; nearly all actives have a fitted effect of over 50% in size
Target sequence (O75164 whole entry, looked up, the tested form may be a part): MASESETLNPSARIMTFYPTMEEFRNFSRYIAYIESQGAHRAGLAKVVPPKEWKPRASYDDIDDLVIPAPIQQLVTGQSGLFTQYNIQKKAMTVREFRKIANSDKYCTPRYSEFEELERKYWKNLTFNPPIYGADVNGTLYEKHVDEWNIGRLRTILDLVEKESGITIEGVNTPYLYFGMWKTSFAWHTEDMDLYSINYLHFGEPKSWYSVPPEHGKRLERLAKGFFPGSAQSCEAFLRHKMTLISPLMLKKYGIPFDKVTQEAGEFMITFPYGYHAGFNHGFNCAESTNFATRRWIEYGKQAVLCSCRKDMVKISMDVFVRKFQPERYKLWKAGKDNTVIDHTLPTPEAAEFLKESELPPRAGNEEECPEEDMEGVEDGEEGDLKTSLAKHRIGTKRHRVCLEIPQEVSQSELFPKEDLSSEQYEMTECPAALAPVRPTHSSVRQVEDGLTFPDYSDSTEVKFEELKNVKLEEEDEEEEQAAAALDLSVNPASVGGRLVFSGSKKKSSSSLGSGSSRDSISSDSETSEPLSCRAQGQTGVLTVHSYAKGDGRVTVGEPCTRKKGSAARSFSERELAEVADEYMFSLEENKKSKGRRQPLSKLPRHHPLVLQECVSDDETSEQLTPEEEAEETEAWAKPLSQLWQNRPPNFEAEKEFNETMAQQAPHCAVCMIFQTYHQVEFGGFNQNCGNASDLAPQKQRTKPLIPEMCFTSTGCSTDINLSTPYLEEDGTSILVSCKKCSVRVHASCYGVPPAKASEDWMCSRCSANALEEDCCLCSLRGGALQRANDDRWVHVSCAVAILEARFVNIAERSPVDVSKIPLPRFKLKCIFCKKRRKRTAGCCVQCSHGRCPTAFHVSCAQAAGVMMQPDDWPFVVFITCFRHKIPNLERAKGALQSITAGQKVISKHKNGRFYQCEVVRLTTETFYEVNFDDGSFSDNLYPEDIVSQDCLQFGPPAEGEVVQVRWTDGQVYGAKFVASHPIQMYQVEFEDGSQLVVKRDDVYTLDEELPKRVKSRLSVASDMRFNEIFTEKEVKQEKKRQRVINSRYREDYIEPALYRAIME
BAZ2B inh: blocks human BAZ2B | AlphaScreen BAZ2B-H3K14Ac peptide displacement | 360,000 compounds, 4.4% hits | Potency, µM (titrated, usually from 114 µM), for the others: top-dose activity change, negative = inhibition, hits mostly inhibitors | AID 504333 | Q9UIF8; further: on the % scale 0 is the no-effect control and ±100 the full control effect; nearly all actives have a fitted effect of over 60% in size
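Protein-peptide AlphaScreen: BAZ2B 50 nM, b-H3K14Ac 50 nM, 1x PBS pH 7.4 + 0.01% Tween-20. Preincubation 30 min RT; cpd 30 min RT (top 110 uM); beads 20 min RT, light-protected.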
BLM inh: inhibitors of human Bloom syndrome helicase BLM | P54132 | recombinant BLM DNA unwinding, fluorescence dequenching | Potency, µM (highest dose often 56.1 µM), without a hit: top-dose activity change, negative = inhibition, most hits filed as inhibitors | 350,000 compounds, 0.2% hits | AID 2528;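 further: plate controls were vehicle for no effect and no enzyme for full effect; nearly all actives have a fitted effect of over 35% in size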
Starred values were filed as active, the others as inactive; ? = inconclusive; / = no result given; & = joins results of further samples; [ ] = dose if it differs, or a comment. The call rests on the fitted dose curve; in most records, active means well fitted curve in the direction sought with a large enough effect; inconclusive means small, poorly fitted or top-dose-only effect, or another doubt; inactive means no such curve, though single readings can be large; an effect the other way counts as inactive or inconclusive. Potency means the concentration at half of the fitted maximal effect. An excerpt (hit frequency here may not be typical).

Order of values: Pol kappa inh, Pol beta inh, G9a inh, POLH inh, Pol iota inh, APEX1 inh, JMJD2A Tudor, BAZ2B inh, BLM inh
1) O=S(=O)(Nc1ccc(Br)cc1)c1ccc2nc(-c3ccccc3)[nH]c2c1
  -25%, 2%, -8%[59 µM], -14%, 3%, /, -23%, -15%, -5%
2) COCC(C)NC(=O)CSc1ncnc2sc(-c3ccccc3)cc12 (stereo not given)
  -17%, -2%, -8%, -24%, 16%, 10%, -6%, -3%, -3%
3) COCCNC(=O)CN1CCN(C(c2ccccc2)c2ccccc2)CC1
  -1%, -10%, 14µM*, 4%, 26%, 2%, 8.9µM*, ?, -3%
4) COc1ccc(-c2cc(C(F)(F)F)nc(SCCC(=O)Nc3ccccc3F)n2)cc1
  -5%, 11%, 10%[59 µM], -5%, 13%, /, -3%, 1%, 2%
5) CCOc1ccc(CNc2ccc(N3CCN(Cc4ccccc4)CC3)cc2)cc1
  6%, ?, /, -14%, -7%, 2%, 8.9µM*, 8.9µM*, -2%
6) COc1cccc(NC(=O)c2cc(-c3ccncc3)nc3c(C)cc(C)cc23)c1
  3%, -4%, 22%[12.7 µM], -11%, 46%[activator], -5%, -24%, -22%, -15%
7) CCN(CC)CCCNC(=O)Cn1cnc2sc(C)c(S(=O)(=O)N3CCC(C)CC3)c2c1=O
  -13%, 36%, -2%, 4%, -5%, -1%, -4%, 2%, -2%
8) COc1cc(NC(=O)C2=C(N3CCOCC3)/C(=C\c3ccc(Cl)cc3Cl)CC2)cc(OC)c1OC
  -18%, 19%, 19%[59 µM], -9%, 1%, -4%, -30%, 4%, -9%
9) Cc1c(Cl)cccc1N1C(=O)CC(NNC(=O)c2cccs2)C1=O (stereo not given)
  -5%, -1%, 6%, -22%, 92%[activator], -2%, -4%, -21%, -7%
10) CC(=O)NCc1cc(-c2ccc(Cl)cc2)no1
  6%, 55%[activator], 0%, -5%, 17%, -2%, 3%, -7%, 0%
11) CCOC(=O)c1c(S(=O)(=O)N2CCN(c3ccc(F)cc3)CC2)c(C)n(C)c1C
  -3%, ?, ?, -8%, -24%, 19%, -11%, -29%, -2%
12) CCCCCC(=O)Nc1cccc(S(=O)(=O)NC2=NCCCCC2)c1
  -7%, /, -11%[12.7 µM], -6%, 12%, 3%, -13%, 12%, /
13) CSc1cccc(Nc2ccc(S(=O)(=O)N3CCOCC3)cc2[N+](=O)[O-])c1
  -7%, /, ?, -11%, -8%, -10%, ?, ?, /
14) COc1ccc2c(C)c(CCC(=O)NC3CC3)c(=O)oc2c1
  2%, -27%, 13%, -7%, 13%, 6%, -12%, -30%, 1%
15) Cn1c2c(c(=O)n(C)c1=O)NC1(N2)C(=O)Nc2ccccc21 (stereo not given)
  -2%, 30%, 22%[0.501 µM], -15%, 3%, 13%, -15%, -21%, -6%
16) CCC(C)CCN1C(Nc2ccccc2)=NC[C@@H]1CC(C)C (stereo not given in full)
  -21%, 26%, 12%, -2%, -18%, -8%, -22%, 4%, -1%
17) O=C1COc2ccc(S(=O)(=O)NCCc3ccc(Cl)cc3)cc2N1
  3%, -4%, -11%, -14%, -1%, -4%, -5%, 4%, -4%
18) O=c1[nH]cc(COCC(F)CCl)c(=O)[nH]1 (stereo not given)
  9%, 5%, 10%[59 µM], 1%, 9%, 2%, -6%, 2%, 0%
19) Cc1ccc(S(=O)(=O)Nc2cc(C)c(O)c(S(=O)(=O)c3ccc(C)cc3)c2)cc1
  -8%, 13%, -44%[59 µM], 1%, 5%, -8%, -33%, -13%, -11%
20) O=C(CC1C(=O)NCCN1C(=O)Nc1ccc(F)cc1F)Nc1ccc(F)cc1 (stereo not given)
  1%, 25%, 12%, -12%, 17%, -9%, 1%, 1%, 4%
21) COc1ccc(/C=C/C(=O)N2CCNC(=O)C2)c(OC)c1
  -3%, 4%, 19%, 3%, 10%, -2%, -8%, 2%, 2%
22) O=C(NC1(C(F)(F)F)N=C(c2ccccc2)N(C2CCCCC2)C1=O)c1ccccc1F (stereo not given)
  -20%, 4%, -8%[59 µM], -16%, 1%, /, -15%, -14%, -10%
23) C=CCN(C(=O)c1csnn1)C(C(=O)NC1CCCC1)c1cccs1 (stereo not given)
  -4%, 54%, 9%, -2%, 121%[activator], -4%, -8%, -4%, -3%
24) Cc1ccc(N=C2C(=O)Nc3c(C)cccc32)cc1
  -8%, ?, 14%, -16%, 8%, 55%[activator], -9%, -35%, -9%
25) O=C(CSc1ccccn1)Nc1ccc2[nH]c(=O)[nH]c2c1
  -10%, /, ?, -7%, 2%, 44%, -16%, -4%, /
26) Cc1ccc(S(=O)(=O)NC(C)C(=O)Nc2ccc3c(c2)OCO3)cc1 (stereo not given)
  3%, 21%, 50µM*, -14%, 11%, 63%[activator], -8%, 11%, -1%
27) Cc1cccc(NC(=S)NC2CCCCCC2)c1C
  -7%, -1%, 6%[59 µM], -11%, 15%, -1%, -21%, -34%, 2%
28) COc1ccc(OC)c2sc(N3CCN(C(=O)c4ccc5c(c4)CCCC5)CC3)nc12
  -8%[60.1 µM], -8%, ?, -7%, -12%, /, ?, 40µM*, -9%
29) Cn1c(=O)n(C)c2cc([N+](=O)[O-])c(N3CCN(CCO)CC3)cc21
  -11%, -8%, 9%[59 µM], -3%, -9%, 1%, -15%, ?, 2%
30) CCCOc1ccc(N2CC(C(=O)Nc3ccccc3C(=O)NCc3ccco3)CC2=O)cc1 (stereo not given)
  -15%, -2%, -3%[12.7 µM], -10%, -10%, 3%, -25%, -29%, -8%
31) CC1=C(C(=O)NC2CC(C)(C)Cc3c2cnn3-c2ccc(C)cc2)OCCO1 (stereo not given)
  -1%, 0%, ?, -14%, 23%, 29%, -9%, -23%, -4%
32) O=C(O)C1SCCN1S(=O)(=O)c1ccc2ccccc2c1 (stereo not given)
  2%, 41%, ?, -11%, 1%, -4%, -7%, -2%, 1%
33) C#CCOCCOCCOCCNc1nc(OC)nc(N2CCN(C(=O)[C@H](CCCCN)n3cc(C(N)CO)nn3)CC2)n1 (stereo not given in full)
  /, -19%, -20%[12.7 µM], /, /, -4%, /, ?, 5%
34) CCCCNc1nc2c(c(=O)n(Cc3ccc(Cl)cc3)c(=O)n2C)n1C
  8%, -24%, -4%[59 µM], -29%, 1%, /, ?, ?, -7%
35) COCCCNC(=O)CSc1nc(-c2cccc(F)c2)[nH]c1-c1ccccc1
  -1%, 0%, -17%[59 µM], -3%, -1%, /, -28%, -19%, -1%
36) Nc1nc2nc[nH]c2c(=O)[nH]1
  -6%, /, 1%[59 µM], -3%, ?, -1%, -29%, 35%, /
37) COc1ccc(OCC(=O)N/N=C/c2ccncc2)cc1
  -6%, 23%, 3%, -13%, 45%[activator], 13%, -12%, -3%, 0%
38) COCc1cc(Sc2ccc(Br)cc2)nc(-c2ccccc2)n1
  -3%, 26%, 26%[59 µM], -13%, 11%, -4%, 124%[activator], 79%[activator], -5%
39) Nc1cc(C(=O)OCC(=O)NCc2ccco2)ccc1Cl
  -27%, ?, ?, 18µM*, ?, 10%, ?, ?, -12%
40) O=C(NC(=S)NCc1ccccc1)c1ccc(Br)o1
  /, 0%, /, /, /, -19%, /, ?, -4%

Part of the list above in order of SMILES length, low to high:
Order of values: Pol kappa inh, Pol beta inh, G9a inh, POLH inh, Pol iota inh, APEX1 inh, JMJD2A Tudor, BAZ2B inh, BLM inh
37) COc1ccc(OCC(=O)N/N=C/c2ccncc2)cc1
  -6%, 23%, 3%, -13%, 45%[activator], 13%, -12%, -3%, 0%
38) COCc1cc(Sc2ccc(Br)cc2)nc(-c2ccccc2)n1
  -3%, 26%, 26%[59 µM], -13%, 11%, -4%, 124%[activator], 79%[activator], -5%
23) C=CCN(C(=O)c1csnn1)C(C(=O)NC1CCCC1)c1cccs1 (stereo not given)
  -4%, 54%, 9%, -2%, 121%[activator], -4%, -8%, -4%, -3%
28) COc1ccc(OC)c2sc(N3CCN(C(=O)c4ccc5c(c4)CCCC5)CC3)nc12
  -8%[60.1 µM], -8%, ?, -7%, -12%, /, ?, 40µM*, -9%
30) CCCOc1ccc(N2CC(C(=O)Nc3ccccc3C(=O)NCc3ccco3)CC2=O)cc1 (stereo not given)
  -15%, -2%, -3%[12.7 µM], -10%, -10%, 3%, -25%, -29%, -8%

(further entries)
Order of values: Pol kappa inh, Pol beta inh, G9a inh, POLH inh, Pol iota inh, APEX1 inh, JMJD2A Tudor, BAZ2B inh, BLM inh
41) C=C(C)C(=O)Nc1nnc(-c2cccs2)s1
  -9%, 13%, 9%[59 µM], -19%, -4%, -13%, 1%, 6%, 0%
42) COc1ccc(-c2cc(C)no2)cc1S(=O)(=O)NCc1cccs1
  -5%, -4%, -1%[59 µM], -4%, 3%, /, -21%, 0%, 0%
43) COc1cccc(Cn2c(=O)c(-c3cccc(C#N)c3)nc3cnc(N4CCN(C)CC4)nc32)c1
  0%[60.1 µM], /, -2%[0.501 µM], /, /, -3%, /, /, 4%
44) COc1ccc(CCN2C(=O)C3C4CC(C5C(C(N)=O)=NOC45)C3C2=O)cc1OC (stereo not given)
  -5%, ?, 11%[59 µM], ?, ?, ?, ?, -36%, -7%
45) CC(C)NC(=O)N(C)C[C@H]1Oc2ccc(NS(=O)(=O)c3cccs3)cc2C(=O)N([C@H](C)CO)C[C@@H]1C
  17%, /, /, -13%, 1%, 33%, -12%, /, /
46) CC1CN(C(=O)c2cc(S(=O)(=O)N3CCN(c4ccccc4)CC3)ccc2Cl)CC(C)O1 (stereo not given)
  -2%, /, -5%, -15%, 27%, 12%, -24%, 5%, /
47) C=CCc1ccc(OCc2ccc(C(=O)Nc3ccc(NC(C)=O)cc3)o2)c(OC)c1
  -5%[60.1 µM], ?, -22%, -15%&2%, 8%&-5%, -22%, -14%&-11%, -13%&-17%, -4%&-4%
48) Cc1noc(C)c1COc1ccccc1C(=O)N(C)Cc1ccc(C(C)(C)C)cc1
  -14%, /, 0%[12.7 µM], -17%, ?, -19%, -21%, 9%, /
49) COc1cc(/C(C)=N/NC(=O)C(O)(c2ccccc2)c2ccccc2)ccc1O
  -3%, -5%, -10%[59 µM], -2%, 12%, 19%, -14%, -9%, -18%
50) O=C(Nc1cccc(F)c1)N1CCC2(CC1)CCN(C(=O)c1ccncc1)CC2
  6%[60.1 µM], /, -10%[12.7 µM], /, /, 3%, /, /, 1%
